# Assay outcomes from PubChem BioAssay.
# HSF1 inhib – HSF1 inhibitors in luciferase reporter cells, primary screen, cell-based, NIH3T3, luminescence; NIH3T3-HGL HSE-luciferase, MG132-induced, luminescence 8 h; stronger effect = lower value; activity change, negative = inhibition, % at 7.5 µM (by protocol); 0.77% of 300,000 active; AID 2098, 2009;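 active means more than half of replicate wells show activity change below -50%, luminescence cut by over half; inconclusive means some wells, but at most half, below -50%; inactive means no replicate well below -50%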;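 further: luciferase reports HSF-1 transcriptional activity via heat shock element; 0% = median of DMSO wells and -100% = zero luminescence signal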
# DYRK1A inh – rat Dyrk1A kinase inhibitors, primary screen, biochemical, single point, plate reader; Dual specificity tyrosine-phosphorylation-regulated kinase 1A (Rattus norvegicus), Q63470; ADP-Glo luminescence, NFATc1 peptide; inhibition, % at 12.5 µM; 0.43% of 310,000 active; AID 504441, 2011; in the data active means inhibition above about 50%;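 further: plate controls were vehicle with enzyme for no effect and no enzyme for full effect; many of its hits are not listed in these tables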
# HSF1 activator – HSF-1 activators, primary screen, NIH3T3-HGL cells, MG132 stress, luminescence, single point; NIH3T3-HGL HSF-1 luciferase reporter, 8 h; 100% = twice DMSO control signal; activation, % at 9 µM; 1.7% of 300,000 active;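 active means mean replicate activation of at least 50% with a set share of replicates each reaching 50%; inconclusive means only one of those two conditions met; inactive means mean below 50% and too few replicates reaching it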;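 further: 0% = median of the neutral control wells and 100% = twice that signal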
# GSK3 alpha inh – blockers of GSK3A enzyme activity – biochemical, luminescence, cell-free homogeneous, HTS, primary screen; GSK-3 alpha kinase, ADP-Glo luminescence, 60 min; inhibition, % at 10 µM; 0.1% of 320,000 active; Glycogen synthase kinase-3 alpha (Homo sapiens), P49840;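 in the data active means inhibition above about 50%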;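 further: GST-tagged GSK-3 alpha with peptide substrate and 25 µM ATP; 0% = DMSO neutral wells and 100% = GW8510 positive control wells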
# Target sequence (P49840 whole entry, looked up): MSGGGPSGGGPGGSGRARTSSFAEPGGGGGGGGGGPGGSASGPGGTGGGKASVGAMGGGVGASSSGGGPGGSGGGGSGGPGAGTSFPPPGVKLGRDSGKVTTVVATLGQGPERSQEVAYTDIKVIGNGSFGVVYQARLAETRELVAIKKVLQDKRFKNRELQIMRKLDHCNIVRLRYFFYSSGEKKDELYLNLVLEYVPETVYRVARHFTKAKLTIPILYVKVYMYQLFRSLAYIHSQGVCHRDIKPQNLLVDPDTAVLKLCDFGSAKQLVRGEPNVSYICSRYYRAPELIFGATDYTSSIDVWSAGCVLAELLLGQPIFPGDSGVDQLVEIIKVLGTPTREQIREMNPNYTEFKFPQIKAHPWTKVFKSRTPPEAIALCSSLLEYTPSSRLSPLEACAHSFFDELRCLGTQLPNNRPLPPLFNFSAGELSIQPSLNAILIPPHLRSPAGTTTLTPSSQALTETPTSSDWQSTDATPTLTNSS
# Platelet DG rel – inhibitors of platelet dense granule secretion, primary screen, cell-based, MLPCN, human platelets. 0.22% of 300,000 active. inhibition, %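 (compounds screened at 7.5 µM in platelet-rich plasma)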. human platelet-rich plasma, SFLLRN dense granule ATP release, luminescence;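 active means mean replicate score, as percent of positive control, at or above 50; inconclusive means mean below 50 but at least one replicate at or above 50; inactive means mean and every replicate below 50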
# GSK3beta inhib – human GSK3beta kinase inhibitors, primary screen, biochemical, cell-free homogeneous, HTS; GST-GSK3beta kinase, ADP-Glo luminescence, 60 min; stronger effect = lower value; activity score (negative = inhibition), % at 10 µM; 0.038% of 300,000 active; AID 2097, 2009;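 active means more than half of replicate wells score below -50%, meaning over 50% inhibition versus plate controls; inconclusive means some replicates but at most half score below -50%; inactive means no replicate scores below -50%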;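 further: 0% = median DMSO wells and -100% = median GW8510 positive control wells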
#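 Test system – GST-tagged human GSK3beta kinase, cell-free · Incubation – 60 min enzyme reaction, room temperature · Signal – ADP-Glo luminescence · Also added – peptide substrate and ATP at 25 µM · Controls – DMSO neutral wells and GW8510 at 20 µM as positive · Buffer or medium – Tris/MgCl2 kinase buffer · Measure – Luminescence-derived activity versus plate DMSO and GW8510 wells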
# PolyA inh – polyadenylation inhibitors in yeast reporter cells, primary screen, luminescence, S. cerevisiae; S. cerevisiae SKY197-pL101 polyadenylation reporter, beta-gal luminescence; efflux-impaired pdr1/pdr3 knockout yeast; score 100 = 6 SD above DMSO; calls only at 12 µM; 0.02% of 300,000 active; AID 1875, 2009;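 active means lowest replicate activity score at least 50, where 100 means six control SD above control mean; inconclusive means lowest score under 50 but half or more replicates reach 50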;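 further: yeast exposed to compound for 9 h at 30 °C; higher score means more reporter readthrough which indicates perturbed polyadenylation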
# AI-2 QS mod – Vibrio harveyi AI-2 quorum sensing modulators, primary screen, JMH597 strain, luminescence/OD600 ratio. Vibrio harveyi JMH597 AI-2 luminescence/OD600 ratio, 9 h; stronger effect = lower value; strain lacks LuxN and CqsS sensors; 0 = neutral-control median. activity change, % at 7.5 µM. 0.4% of 300,000 active; in the data active means activity change below about -75%, passing the limit was not always enough; inconclusive means no clear call, values can overlap the other calls;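 further: luminescence divided by OD600 gain over 9 h not by final OD600 alone; inactives centre near 13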
# HDAC3 inhib – HDAC3 deacetylase inhibitors, primary screen, biochemical, fluorescence, cell-free homogeneous; Histone deacetylase 3 (Homo sapiens), O15379; recombinant HDAC3, fluorogenic peptide/trypsin coupled; inhibition, % at 8.3 µM; 0.15% of 320,000 active; AID 2718, 2010; in the data active means inhibition above about 26%, passing the limit was not always enough; inconclusive means no clear call, values can overlap the other calls
# Target sequence (O15379 whole entry, looked up): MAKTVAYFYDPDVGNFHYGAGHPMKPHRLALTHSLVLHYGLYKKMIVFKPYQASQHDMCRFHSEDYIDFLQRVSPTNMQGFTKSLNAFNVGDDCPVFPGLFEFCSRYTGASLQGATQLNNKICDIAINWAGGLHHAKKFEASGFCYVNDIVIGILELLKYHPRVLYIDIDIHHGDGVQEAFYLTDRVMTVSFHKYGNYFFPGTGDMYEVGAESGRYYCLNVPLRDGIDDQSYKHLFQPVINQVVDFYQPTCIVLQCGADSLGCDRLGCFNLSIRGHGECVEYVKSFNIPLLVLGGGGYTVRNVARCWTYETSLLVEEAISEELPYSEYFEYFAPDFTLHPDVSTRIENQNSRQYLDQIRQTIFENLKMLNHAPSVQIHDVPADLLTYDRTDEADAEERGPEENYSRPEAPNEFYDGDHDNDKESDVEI
# HSP90 inh – HSP90 inhibitors, primary screen, cell lysate, luminescence. Heat shock protein HSP 90 (rabbit reticulocyte lysate; luciferase refolding). Rabbit reticulocyte lysate, luciferase refolding luminescence, 3 h. inhibition, % at 5.6 µM. 0.91% of 290,000 active. AID 1789, 2009;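 active means inhibition above the screen-wide mean plus 3 SD, computed separately per campaign, cut at about 16% in these data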;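 further: 0% = DMSO wells and 100% = 60 µM geldanamycin wells; inhibitors lower the luminescence because luciferase stays unfolded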
# Numbers without * were called inactive; i = inactive; ? = inconclusive; / = not tested or not shown.
SMILES,HSF1 inhib,DYRK1A inh,HSF1 activator,GSK3 alpha inh,Platelet DG rel,GSK3beta inhib,PolyA inh,AI-2 QS mod,HDAC3 inhib,HSP90 inh
Cn1nnnc1SCCNCc1ccccc1OCc1ccccc1Cl,10,7,8,1,14,3,i,15,-3,5
Cc1cc(C)c(C(=O)O)c(Cl)n1,0,-2,5,-12,-5,0,i,11,-10,0
Oc1cccc(C=NCc2ccccc2)c1,5,-5,7,-1,0,3,i,12,-3,-2
CC1CCN(C(=S)NC(=O)c2cccs2)CC1,-2,-2,-9,-1,2,-1,i,20,-5,5
CN1CCN(C(CNC(=O)c2ccc(Br)o2)c2ccc(F)cc2)CC1 (stereo not given),-5,6,-1,0,-4,1,i,-10,7,/
CCC(C)OC(=O)C[N+](C)(C)CCOC1CC2CCC1(C)C2(C)C (stereo not given),1,-5,6,-1,-7,-4,i,21,-7,-1
CCC(O)CNC(=O)CCc1nnc(C2(c3ccc(Cl)cc3)CCC2)o1 (stereo not given),-2,-4,10,0,-11,1,i,25,-8,1
CCn1c(C)c(C)c2cc(C(=O)NCCCN3CCN(C)CC3)ccc21,-2,-1,-3,-1,3,-4,i,16,-2,-7
Cc1cc(NC(=O)Cc2c(F)cccc2Cl)no1,5,0,-10,-4,8,2,i,19,4,1
Cc1cc(C)c(NC(=O)C2CCCN2C(=O)NC2CCCCC2)c(C)c1 (stereo not given),8,1,21,-1,-3,-2,i,34,-1,-2
Cc1nc2ccccc2n1C1CCN(C(=O)Nc2ccccc2)CC1,4,10,-6,-1,12,1,i,20,2,1
O=C(N/N=C/C(Cl)=C/c1ccccc1)c1cnccn1,10,2,11,3,2,0,i,4,7,-3
CC(C)(C)C(=O)Cn1c(=N)n(Cc2ccccc2)c2ccccc21,7,4,10,-1,-1,1,i,26,0,1
O=c1cc(CN2CCN(c3ccc(F)cc3)CC2)nc2sccn12,-7,3,1,0,0,1,i,4,1,-3
O=c1cc(Cl)c(-c2ccccc2)n[nH]1,-7,1,-1,-1,-3,2,i,5,5,2

# Looked up above.
# Value of O=c1cc(Cl)c(-c2ccccc2)n[nH]1 under AI-2 QS mod: 5
# Value of CN1CCN(C(CNC(=O)c2ccc(Br)o2)c2ccc(F)cc2)CC1 (stereo not given) under HSF1 inhib: -5

# Later entries.
SMILES,HSF1 inhib,DYRK1A inh,HSF1 activator,GSK3 alpha inh,Platelet DG rel,GSK3beta inhib,PolyA inh,AI-2 QS mod,HDAC3 inhib,HSP90 inh
Cc1c(-c2nc(N)nc(Nc3ccccc3)n2)oc2ccccc12,38,11,76*,-10,-4,-1,i,16,22,-2
CC(=O)c1c(N2CCN(c3ccc(F)cc3)CC2)nc(=S)n(-c2ccccc2)c1C,-3,6,5,6,-12,-1,i,26,3,-2
CC(=O)OCn1nnc2ccccc2c1=O,-4,-11,-9,-2,-4,-1,i,-5,9,0
O=C(Nc1cccc(C(F)(F)F)c1)Nc1ccc(N2CCCC2)c(S(=O)(=O)Nc2ccccc2Cl)c1,10,3,1,1,-2,6,i,22,1,0
O=C1CCCN1CCCNC(=S)Nc1ccccc1Cl,-3,/,-1,-2,-5,-4,i,5,3,1
Cn1nnc2cc(C(=O)Nc3ccccc3F)ccc21,5,1,1,0,-1,0,i,8,8,2
CCOc1cc(CNCc2ccncc2)cc(Br)c1OCc1ccc(F)cc1,12,4,7,-2,-8,0,i,-14,-1,0
Cc1ccc(/C=N/NC(=O)CSc2nc3ccccc3n2C)s1,-1,2,3,1,-1,1,i,12,3,-2
Cc1ccc(S(=O)(=O)Oc2ccc(/C=C(/NC(=O)c3ccccc3)C(=O)NC(C)C(=O)O)cc2)cc1 (stereo not given),-8,-5,-2,-3,2,6,i,-6,2,-2
CCCCN1C(=O)c2cccc3cc(O)cc(c23)C1=O,7,30,21,0,9,-1,i,0,-6,/
O=C(N/N=C/c1ccc(Cl)cc1Cl)c1cccc(N2CCCC2=O)c1,10,11,15,-3,17,0,/,3,-1,-2
Cc1ccc(-c2csc(NC(=O)C3=COCCO3)n2)cc1,22,-1,34,-2,-3,-1,i,3,-2,0
Cc1ccc(S(=O)(=O)/N=C(/Nc2ccc(F)cc2F)c2ccc(F)cc2)cc1,-1,-1,4,-1,0,-1,i,18,1,0
O=C(CN(C(=O)c1csnn1)c1ccccc1)NCCc1ccccc1,1,-1,0,-1,-1,1,i,16,-10,-4
O=C(NCCCO)C(=O)NCc1ccncc1,-3,-1,-13,-1,3,4,i,6,0,-1
COC(=O)c1ccc2nc(NC(=O)CCS(=O)(=O)c3ccccc3)sc2c1,6,-9,2,-1,13,1,i,13,1,3
CCOC(=O)c1nn(-c2ccccc2)c(=O)cc1SC1CCCCC1,-7,-1,-11,1,2,1,i,-2,1,-4
O=C(Nc1nnc(N2CCCCCC2)s1)c1cc(-c2ccc(Br)cc2)on1,-1,-3,-21,-2,-6,-2,i,-1,-4,5
CC(NC(=O)c1ccc(CS(C)(=O)=O)cc1)c1ccc(-n2ccnc2)cc1 (stereo not given),0,-14,-9,-2,-10,-1,i,20,-14,2
CCCCNCc1cccn1-c1ccccc1,/,-9,/,-1,9,-1,i,-5,-6,0
Cn1cc(S(=O)(=O)Nc2ccc(Oc3ccccc3)cc2)c(=O)n(C)c1=O,1,-2,-9,-1,-1,-3,i,17,2,-3
CCOC(=O)C1=C(C)N=C2SCCC(=O)N2[C@@H]1c1cccs1,8,-9,27,1,4,-2,i,/,1,5
O=C(NC(NC(=S)Nc1ccccc1C(=O)O)C(Cl)(Cl)Cl)c1ccco1 (stereo not given),3,-4,0,/,-6,3,i,21,/,-3
O=C(Cc1c(O)c2ccccc2[nH]c1=O)NC1CCCCCCC1,-1,-1,-18,-1,1,6,i,14,-6,1
O=C(O)c1cn(Cc2cccnc2)c(=O)c2ccccc12,-8,/,7,-1,13,-1,i,21,-5,3
CCn1c(CC(=O)Nc2ccc(F)cc2)nnc1SCC(=O)NC1=NCCS1,-10,-3,-30,1,-23,2,i,32,-2,-4
OC1CCCN(CC(O)COc2ccc(-c3ccccc3)cc2)C1 (stereo not given),10,4,35,-1,-13,-2,i,13,1,-2
COc1ccc(CN2CCNC(=O)C2CC(=O)NCCN2CCCCC2=O)c(F)c1 (stereo not given),-2,1,-3,0,-7,-2,i,19,-3,5
O=C1c2cccc3cccc(c23)C(=O)N1CCN1CCN(C(=S)Nc2ccccc2)CC1,15,6,36,0,-45,3,i,13,-2,-1
Cc1ncc([N+](=O)[O-])n1Cc1cccc2ccccc12,-4,1,-4,-1,-3,5,i,11,6,-2
CCc1ccc(CN(C)C(=O)c2cc(COc3cc(C)c(Cl)c(C)c3)on2)nc1,3,-2,12,-1,-6,/,i,-25,?,0
COC(=O)[C@H](Cc1ccccc1)NC(=O)NCc1ccc(C)cc1,-2,/,1,0,0,-1,i,13,0,-3
O=C(CN1CCN(C(=O)c2c(F)cccc2F)CC1)Nc1ccccc1C(F)(F)F,2,-1,27,-2,-2,-13,i,24,10,-4
CC(C)c1ccc(OCc2ccc(C(=O)O)o2)cc1,/,-4,/,-6,2,-2,i,41,-5,94*
Cc1noc(C)c1C(=O)Nc1ccc(F)cc1,2,-2,20,-1,-2,2,i,19,5,0
Cc1ccc(OCCNC(=O)c2ccccc2O)cc1,11,5,8,2,1,1,i,-31,0,2
Cc1nc2ccccc2c(=O)n1-c1ccc(NS(=O)(=O)c2ccc(F)cc2F)cc1,0,4,-5,0,2,0,i,11,2,/
CCOCCCNc1ncnc2c1nc1n2CCCC1,0,0,8,0,-5,-1,i,13,-5,0
Cc1cccc(C(=O)NC(=S)Nc2ccc(S(=O)(=O)N(C)c3ccccc3)cc2)c1,-12,-2,-6,/,2,2,i,2,/,-1
Cc1nc2ccccn2c1C(=O)NN=C1CCCC1,-4,1,6,-3,-7,1,i,35,-6,-2
Cc1cc(=O)[nH]c(SCc2cc(=O)n3nc(C)sc3n2)n1,-2,2,1,-1,8,2,i,7,0,1
Cc1cc(C)n(C(C)n2nc(C)cc2C)n1,3,1,-1,/,3,1,i,33,2,-4
CCOCCCNC(=O)C(NC(=O)c1ccc2c(c1)OCO2)c1ccc(Cl)cc1 (stereo not given),0,1,1,0,-5,0,i,20,-2,1
O=C(NCc1ccco1)c1ccc(CNc2c(N3CCCCC3)c(=O)c2=O)cc1,-6,-1,9,4,6,4,i,22,4,4
Cc1cccc(NC(=O)CN(C)S(=O)(=O)c2ccc(-c3ccc(=O)[nH]n3)s2)c1C,-3,-10,2,3,10,0,i,6,2,1
COC(=O)C(C(=O)OC)C(C)C(C(=O)OC)C(=O)OC,-7,4,-9,-2,9,2,i,18,0,-1
COc1cccc(CNC(=O)CCS(=O)(=O)c2ccc3c(c2)oc(=O)n3C)c1,-9,-3,-5,-1,1,0,i,24,-1,-4
Cc1cc(C)c(S(=O)(=O)c2c(C)cccc2C)c(Cl)n1,-1,3,11,-2,-10,-5,i,13,-3,3
CN1CC(=O)N(CC(=O)Nc2cc(Cl)cc(Cl)c2)C1=O,3,3,5,0,-3,5,i,-94*,-4,3
Cc1ncc(CO)c2cc(C(=O)Nc3ccccc3Cl)c(=Nc3cccc(C(N)=O)c3)oc12,2,-1,27,-1,12,3,i,25,-1,0
COc1ccc(/C=N/NC(=O)c2cccnc2)cc1CN1CCOCC1,-4,4,18,-2,10,3,i,16,5,-3
CC1CCN(C(=O)c2ccc(CS(=O)(=O)Cc3ccccc3)cc2)CC1,-2,/,2,0,24,1,i,27,-3,0
CC1(C)CC(N2CCN(c3ccccc3)CC2)=CC(=[N+]2CCCC2)C1,1,5,0,1,-13,-2,i,17,9,1
NC(=NCCc1ccc(Cl)cc1)NS(=O)(=O)c1ccc(F)cc1,-9,6,-1,1,-11,-2,i,-2,8,5
COc1cc(CNn2cn[nH]c2=S)cc(Br)c1OCc1ccccc1F,9,-70,43,-1,-7,0,i,20,4,2
COc1ccccc1C(=O)Nc1nnc(CCc2ccccc2)s1,-9,1,-5,0,-4,1,i,25,5,-2

# An excerpt; count on the stated rates, not on these rows.
